Screening data deposited in PubChem by National Center for Advancing Translational Sciences (NCATS).
Shiga toxin inh = A qHTS for Small Molecule Inhibitors of Shiga Toxin. Vero cells, Shiga toxin protein synthesis inhibition reporter. inhibition, % at 38.7 µM. 290,000 tested, 9.2% active. AID 2315, 2010; in the data active means inhibition mostly above about 28%, no sharp cut-off; inactive means mostly below about 43%; further: 0% is about no effect
Sm TGR inh = qHTS Assay for the Inhibitors of Schistosoma Mansoni Peroxiredoxins; 360,000 tested, 3% active; purified TGR, DTNB reduction, TNB absorbance 405 nm; Potency, µM (top dose mostly 114 µM), for inactives: top-dose activity change, negative = inhibition, most hits filed as inhibitors; further: potency means the concentration at half of the fitted maximal effect; on the % scale 0 is the no-effect control and ±100 the full control effect; nearly all actives have a fitted effect of over 60% in size
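Kinetic colorimetric format: TGR-catalysed, NADPH-driven DTNB reduction monitored via TNB absorbance. Enzyme dispensed at 20 nM; compound exposure 15 min at room temperature before reaction start.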
CHX counter = Cycloheximide Counterscreen for Small Molecule Inhibitors of Shiga Toxin; cell reporter, cycloheximide protein synthesis inhibition counterscreen; max response, %; 300,000 tested, 12% active; AID 2314, 2010; in the data active means max response mostly above about 13%, no sharp cut-off; inactive means mostly below about 14%; further: read at 38.3 µM for the half of the compounds with a filed dose; 0% is about no effect
Pf growth 96h = Primary qHTS for delayed death inhibitors of the malarial parasite plastid, 96 hour incubation; Potency, µM (doses to about 28.7 µM), without a hit: top-dose activity change, negative = inhibition, most hits filed as inhibitors; 320,000 tested, 6.9% active; P. falciparum luciferase reporter growth, 96 h; further: potency means the concentration at half of the fitted maximal effect; on the % scale 0 is the no-effect control and ±100 the full control effect
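P. falciparum expressing integrated firefly luciferase grown in erythrocytes (2% hematocrit, 0.05% parasitemia final) with compounds for 96 hours at 37 C, 5% CO2. Growth inhibition read as loss of luminescence after adding luciferase detection reagent.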
Giardia FBPA inh = qHTS Assay for Inhibitors of Fructose-1,6-bisphosphate Aldolase from Giardia Lamblia | 290,000 tested, 0.71% active | purified Giardia FBPA | Potency, µM (highest dose often 59.6 µM), inactives show top-dose activity, negative = inhibition, hits mostly inhibitors | A8B2U2; further: potency means the concentration at half of the fitted maximal effect; on the % scale 0 is the no-effect control and ±100 the full control effect; nearly all actives have a fitted effect of over 55% in size
Target sequence (A8B2U2 whole entry, looked up): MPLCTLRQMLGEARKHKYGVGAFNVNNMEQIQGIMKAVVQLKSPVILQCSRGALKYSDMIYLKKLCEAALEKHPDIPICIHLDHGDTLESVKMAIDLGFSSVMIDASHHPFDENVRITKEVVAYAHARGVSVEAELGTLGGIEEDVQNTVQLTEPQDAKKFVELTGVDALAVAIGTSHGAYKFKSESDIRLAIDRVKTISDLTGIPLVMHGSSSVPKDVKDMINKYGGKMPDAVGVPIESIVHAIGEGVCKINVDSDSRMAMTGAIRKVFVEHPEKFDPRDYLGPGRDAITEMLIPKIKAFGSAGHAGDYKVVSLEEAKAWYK
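40 nM FBPA preincubated 10 min at RT with compound (up to 57.5 uM final), then substrate plus GAPDH/TPI/NAD/arsenate coupling and diaphorase/resazurin added. Fluorescence read after 20 min at RT, 525/598 nm.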
Pf growth 48h = Primary qHTS for delayed death inhibitors of the malarial parasite plastid, 48 hour incubation; P. falciparum luciferase growth in erythrocytes, 48 h; Potency, µM (top dose mostly 28.7 µM), for the others: at the top dose activity change, negative = inhibition, hits mostly inhibitors; 310,000 tested, 5.9% active; further: potency means the concentration at half of the fitted maximal effect; on the % scale 0 is the no-effect control and ±100 the full control effect
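First compound was added to culture medium, then infected red cells at 0.1% parasitemia and 2% hematocrit (final). After incubation at 37 C under 5% CO2, luciferase detection reagent was dispensed and light output recorded.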
Active calls of the source: *; ? = inconclusive; . = not tested or not shown; & = joins results of further samples; [ ] = remark or other dose. Unless noted, the call rests on the fitted dose curve; in most records, active means well fitted curve in the direction sought with a large enough effect; inconclusive means small, poorly fitted or top-dose-only effect, or another doubt; inactive means no such curve, though single readings can be large; an effect the other way counts as inactive or inconclusive.

SMILES	Shiga toxin inh	Sm TGR inh	CHX counter	Pf growth 96h	Giardia FBPA inh	Pf growth 48h
O=C1/C(=C/c2cccc(Br)c2)SC(=S)N1/N=C/c1cc([N+](=O)[O-])ccc1O	5	-9%	-2	42%[activator]	6%	-5%
COCCNC(=S)Nc1ccc([N+](=O)[O-])cc1C	9	?	3	-3%	-7%	-1%
COC(=O)c1c(NC(C)=O)sc(C(=O)N2CCOCC2)c1C	-6	11%	4	163%[activator]	-3%	-2%
C/C(=N\NC(=S)NCCc1ccccc1)c1ccc(Cl)cc1Cl	-9	13%	9	27%	14%	?
O=C(NC(=S)Nc1nc2ccccc2s1)c1ccco1	30*	-17%	35*	48%[activator]	5µM*	200%[activator]
COc1ccc(C(=O)c2ccc(Cl)cc2Cl)cc1	-3	24%	15	.	1%	9%
COc1ccccc1NS(=O)(=O)c1ccc2oc(SC(C)C(=O)N3CCNC3=O)nc2c1 (configuration not stated)	.	-2%	.	?	.	?
Cn1c(CSCc2ccc(F)cc2)nnc1SCC(=O)Nc1cccc(C(=O)O)c1	-10	0%	-3	0%	1%	2%
COc1ccc(CC(=O)NNC(=O)c2cccnc2)cc1OC	-4	.	-2	34%[activator]	-1%	29%
CC(=O)Nc1ccc(NC(=O)C(C)N2CCN(S(=O)(=O)c3ccc(C)cc3)CC2)cc1 (configuration not stated)	-7	1%	14	4%	1%	2%
CCOC(=O)c1ccc(S(=O)(=O)Nc2ccc3cn[nH]c3c2)cc1	-3	7%	12	12%	-2%	1%
COc1ccc(CCNC(=O)CCC2COc3ccccc3O2)cc1OC (configuration not stated)	-15	9%	6	-5%	10%	14%
Oc1ccccc1/C=N/NC(=S)NCCc1ccccc1	30	4%	2	?	23%	?
CCc1n[nH]c2c1/C(=N\O)CC(C)(C)C2	-11	5%	-1	-26%	0%	1%
Cn1c(CNC(=O)c2ccc(Cl)c(Cl)c2)nnc1SCC(=O)Nc1sc2c(c1C#N)CCCC2	-13	?	-4	8%	-4%	.
CCOC(=O)c1c(N)sc(C(C)=O)c1C	13	8%	-2	20%	-7%	60%[activator]
COc1ccc(-n2ncc3c(N4CCCCC4)ncnc32)cc1	-23	3%	-6	-77%	-4%	-66%
Cc1ccc(S(=O)(=O)N2CCN(CC(=O)NCC3(N4CCOCC4)CCCCC3)CC2)cc1	.	0%	.	-9%	.	-26%
CN(C)c1ccc(NC(=O)c2ccc(N3CCOCC3)nc2)cc1	79*	7%	34*	?	.	?
COC(=O)c1sc(-c2ccccc2)cc1NC(=O)c1ccccc1	-8	-6%	-1	33%[activator]	1%	26%
C/C(=N/OC(=O)c1ccc(C)cc1)c1cccs1	123*	-1%	33*	76%[activator]	-2%	90%[activator]
O=c1[nH]n2c(=O)c3c([nH]c2c1N=Nc1cccc(Cl)c1)CCCC3	11	-16%	1	?	-6%	?
CCCC(=O)Nc1nc2c(C)c(Cl)ccc2s1	4	15%	6	-1%	1%	-2%
CCOC(=O)c1c(C)[nH]c(C(=O)COC(=O)c2ccccc2NC(=O)c2ccco2)c1C	-7	-25%	8	35%[activator]	4%	-4%
CC(=O)N1CCc2c(sc(NC(=O)Cc3ccccc3)c2C(N)=O)C1	-6	41%[activator]	-2	?	-22%	2%
NC(=O)c1cnn2c(C(F)(F)F)cc(-c3ccccc3)nc12	-16	11%	-1	.	8%	11%
COc1ccc(-n2c3c(cc(C#N)c2=O)C(=O)CCC3)cc1	-6	0%	11	33%[activator]	2%	-3%
COc1ccc(C)cc1S(=O)(=O)N(C)CC(=O)NC1CCCCC1	-13	-3%	-3	.	-4%	5%
Cc1cccc2[nH]c(-c3ccc(NC(=O)c4ccco4)cc3)nc12	126*	-1%	32*	0.41µM*	7%	-45%
C/C(=N\N1CCN(c2ccc(Cl)cc2)CC1)c1cccs1	20	-13%	-2	27%	5%	6%
CCOC(=O)C1(Cc2cccc(Cl)c2)CCCN(C(=O)CCOC)C1 (configuration not stated)	18	1%	13*	5%	-5%	-4%
S=C1NCCOCCOCCOCCNC(=S)NCCOCCOCCOCCN1	-3	-2%	-2	5%	?	4%
CCOC(=O)[C@@H]1[C@H]2COc3ccc(Br)cc3[C@@H]2N2C(=O)N(c3ccc(F)cc3)C(=O)[C@]12C	-3	11%	2	?	1%	?
O=C(CN1CCN(c2ccccc2O)CC1)Nc1ccc2c(c1)CCC2	-10	0%	-1	?	-11%	?
CC(=O)c1cnc2cc(-c3ccc(C)cc3)nn2c1C	13*	4%	26*	-2%	-2%	461%[activator]
Clc1ccccc1C(c1nnnn1Cc1ccco1)N1CCN(Cc2ccco2)CC1 (configuration not stated)	36	32µM*	5	3%	-7%	15µM*
Cc1ccc(CN2CCN(/N=C/c3cc([N+](=O)[O-])ccc3Cl)CC2)cc1	-13	0%	-3	.	-3%	2%
CCN(CCn1cccn1)C(=O)CC1C(=O)NCCN1Cc1cc(OC)cc(OC)c1 (configuration not stated)	10	?	6	-26%	-21%	?
O=C(c1ccccn1)N(c1ccccc1)C1(C(=O)NC2CCCCC2)CCCCC1	-8	-4%	3	16%	3%	-2%
COc1ccccc1CN1CCN(C(=O)COc2cccc(C)c2)CC1	-13	-22%&0%	-4	6%	?	2%

Complete entries, quoted from the list. Order of screens: Shiga toxin inh | Sm TGR inh | CHX counter | Pf growth 96h | Giardia FBPA inh | Pf growth 48h
O=c1[nH]n2c(=O)c3c([nH]c2c1N=Nc1cccc(Cl)c1)CCCC3 is listed with 11 | -16% | 1 | ? | -6% | ?
Cc1cccc2[nH]c(-c3ccc(NC(=O)c4ccco4)cc3)nc12 is listed with 126* | -1% | 32* | 0.41µM* | 7% | -45%
O=C(c1ccccn1)N(c1ccccc1)C1(C(=O)NC2CCCCC2)CCCCC1 is listed with -8 | -4% | 3 | 16% | 3% | -2%

Carrying on:
SMILES	Shiga toxin inh	Sm TGR inh	CHX counter	Pf growth 96h	Giardia FBPA inh	Pf growth 48h
COc1ccc(-c2ccnc3nc(N4CCN(c5ccccc5)CC4)nn23)cc1	-3	-5%	4	9.3µM*	6%	?
Cc1c(OCC(=O)N(C)C)ccc2c3c(c(=O)oc12)CCCCC3	-8	.	-2	26%	7%	12%
Cc1cccc(N(C(=O)CNC(=O)c2ccco2)C(C(=O)NC2CCCC2)c2cccnc2)c1 (configuration not stated)	2	0%	-4	4.1µM*	8%	14%
CC(C)c1c(C(=O)Nc2ccccc2)c(-c2ccccc2)c(-c2ccc(F)cc2)n1CC[C@@H](O)C[C@@H](O)CC(=O)O	0	.	4	.	15%	.
COc1ccc(NC(=O)c2cnc(SC)nc2)cc1	41	-30%	32*	136%[activator]	-2%	32%[activator]
Cc1ccc(C(=O)c2c3ccc(C(F)(F)F)cc3[n+]([O-])n2CCCN)cc1	.	-25%	.	?	.	?
CN(CC(=O)Nc1ccccc1Br)C(=O)COc1ccc2ccccc2c1	.	0%	.	11%	.	1%
O=C(c1ccc([N+](=O)[O-])c(CS(=O)(=O)c2ccc(Cl)cc2)c1)N1CCCCC1	-11	2%	-1	-21%	0%	-2%
Cc1nc(C)n(CC(=O)c2ccc(Cl)cc2Cl)n1	16	-3%	-1	16%	0%	18%
CCOC(=O)C1CCN(C(=O)CNC(=O)OC(C)(C)C)CC1	-27	-23%	-3	?	4%	3%
Cc1ccccc1-n1c(C)nnc1SCc1nc2ccccc2s1	91*	9%[11.4 µM]	33*	?	4%	.
O=C(Cc1ccc(Cl)cc1)Nc1ccc(-c2cc3ccccc3oc2=O)c(Cl)c1	-5	4%	8	15%	-5%	?
CCN(C(=O)CSc1ncn[nH]1)C1CCCCC1	-9	13%	-2	8%	2%	.
O=C(NN=C1CCCCCC1)c1ccc2c(c1)OCO2	38	0%[57.1 µM]	38*	28%	-4%	25%
CCOc1ccccc1NC(=O)CN1C(=O)COc2ccc(Cl)cc21	10	0%	-3	?	9%	.
O=Cc1cn(Cc2cccc([N+](=O)[O-])c2)c2ccccc12	-11	-15%	-1	32%[activator]	-1%	12%
COc1ccc(NC2c3ccccc3C(=O)N2Cc2ccc3c(c2)OCO3)cc1 (configuration not stated)	-28	7%	1	-20%	0%	?
CC(C)OCC(O)CN1CCN(CCN2C(=O)c3cccc4cccc(c34)C2=O)CC1 (configuration not stated)	66	-2%	-1	1%	?	16%
CCc1ccc2nc(NC(=O)Cn3cnc4ccccc4c3=O)sc2c1	53*	.	29*	42%[activator]	0%	62%[activator]
CCN(CC)CCCn1c2c(c(SCC(=O)Nc3cccc4ccccc34)nc1=O)CCC2	.	-2%	.	?	.	?

Next part, starting with the last two of the part before.
SMILES	Shiga toxin inh	Sm TGR inh	CHX counter	Pf growth 96h	Giardia FBPA inh	Pf growth 48h
CCc1ccc2nc(NC(=O)Cn3cnc4ccccc4c3=O)sc2c1	53*	.	29*	42%[activator]	0%	62%[activator]
CCN(CC)CCCn1c2c(c(SCC(=O)Nc3cccc4ccccc34)nc1=O)CCC2	.	-2%	.	?	.	?
CCN(C(=O)CN1CCN(c2ccc(OC)cc2)CC1)c1c(N)n(Cc2ccccc2)c(=O)[nH]c1=O	-14	34%	1	21%	-1%	6%
COc1ccccc1OCCCn1c(=O)oc2ccccc21	43*	-6%	24*	15%	-10%	25%
Cc1c(C(=O)c2no[n+]([O-])c2C(=O)c2cnn(C)c2C)cnn1C	20	?	-2	3%	?	-11%
Cc1ccc(-n2nc(C)c(=O)c(-c3ccccc3)c2NC(=O)C(C)C)cc1	-6	2%	-1	26%	6%	3%
COc1ccc(NCCC(O)c2ccc(Cl)cc2)cc1 (configuration not stated)	-2	0%	-3	-6%	-9%	5%
CCOC(=O)c1sc2nc(C)nc(NCc3ccccc3OC)c2c1C	-5	1%	-3	118%[activator]	9%	?
O=C(CSc1nnc2ccccn12)NCCc1ccc(F)cc1	7	1%	9	35%[activator]	3%	10%
CS(=O)(=O)Nc1ccc(C(=O)N2CCN(c3ccccc3F)CC2)cc1	14	-8%	-3	?	3%	.

An excerpt of these results, bar-delimited:
Structure | Shiga toxin inh | Sm TGR inh | CHX counter | Pf growth 96h | Giardia FBPA inh | Pf growth 48h
Cc1c(C(=O)c2no[n+]([O-])c2C(=O)c2cnn(C)c2C)cnn1C | 20 | ? | -2 | 3% | ? | -11%
COc1ccc(NCCC(O)c2ccc(Cl)cc2)cc1 (configuration not stated) | -2 | 0% | -3 | -6% | -9% | 5%
COc1ccccc1OCCCn1c(=O)oc2ccccc21 | 43* | -6% | 24* | 15% | -10% | 25%
O=C(CSc1nnc2ccccn12)NCCc1ccc(F)cc1 | 7 | 1% | 9 | 35%[activator] | 3% | 10%
CS(=O)(=O)Nc1ccc(C(=O)N2CCN(c3ccccc3F)CC2)cc1 | 14 | -8% | -3 | ? | 3% | .
